Giardia killer – kills Giardia lamblia | Giardia lamblia trophozoite viability | activity change, % at 7.66 µM, hits read low | hit rate 0.15% among 340,000 | AID 540267; in the data active = activity change below about -80%; inconclusive = between about -30% and that limit;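 also: parasites exposed to compound for two days anaerobically before the ATP read; % is scaled to controls: 0 for no effect and ±100 for the full control effect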
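Giardia lamblia trophozoites (100 cells/well) were incubated with compounds for 48 h at 37 deg C under anaerobic conditions. Viability was read as ATP content by one-step luminescence after 15-30 min at room temperature.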
KCNH2 3.1 inh – KCNH2 3.1 (human) potassium channel inhibition | hit rate 0.95% among 340,000 | U2OS KCNH2 3.1, thallium flux FluxOr; stronger effect = lower value | activity change, % (tested at about 1.8 µM);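 active = maximum activity change below -70%; inconclusive = maximum activity change from -70% to -50%; inactive = maximum activity change above -50%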;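 also: thallium influx rate constant from kinetic fluorescence after stimulation buffer; % is scaled to controls: 0 for no effect and ±100 for the full control effect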
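Normalized rate constant (relative to positive and negative DMSO controls) derived from a 2 min kinetic fluorescence read after stimulation; U2OS cells expressing the 3.1 isoform via virus at 1.77 x 10^8 /mL.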
GALK inhibitor – galactokinase (human) inhibition | P51570 | Purified GALK, Kinase-Glo residual ATP luminescence | Potency, µM (highest dose often 57.5 µM), without a hit: top-dose activity change, negative = inhibition, usual class: inhibitors | hit rate 0.007% among 270,000 | AID 1868; also: potency is read from the fitted curve at half-maximal effect; % is scaled to controls: 0 for no effect and ±100 for the full control effect
Target sequence (P51570 whole entry, looked up): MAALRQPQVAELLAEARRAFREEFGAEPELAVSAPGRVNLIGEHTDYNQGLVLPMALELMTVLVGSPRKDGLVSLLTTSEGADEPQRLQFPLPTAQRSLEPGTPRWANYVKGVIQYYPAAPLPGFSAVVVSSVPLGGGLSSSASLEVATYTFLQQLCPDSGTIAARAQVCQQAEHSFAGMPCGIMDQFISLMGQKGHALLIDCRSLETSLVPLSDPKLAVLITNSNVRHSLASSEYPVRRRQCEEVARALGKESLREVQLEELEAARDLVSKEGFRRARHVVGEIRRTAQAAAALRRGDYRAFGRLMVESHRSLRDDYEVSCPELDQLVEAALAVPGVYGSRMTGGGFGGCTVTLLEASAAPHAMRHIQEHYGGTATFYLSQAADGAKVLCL
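Kinase-Glo Plus luminescence measured ATP left after a 1 h room-temperature reaction. The reaction used 5 nM GALK, 100 uM galactose and 35 uM ATP at pH 8.0 (20 mM HEPES, 5 mM MgCl2, 60 mM NaCl, 1 mM DTT, 0.01% BSA).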
hERG WT inh – inhibitors of human wildtype KCNH2 potassium channel; Q12809; U2OS, BacMam KCNH2, thallium flux FluxOr; stronger effect = lower value; activity change, % at 1.84 µM; hit rate 0.37% among 340,000;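 active = maximum activity change below -70%; inconclusive = maximum activity change between -70% and -50%; inactive = maximum activity change above -50%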; also: % is scaled to controls: 0 for no effect and ±100 for the full control effect
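U2OS cells were transduced with wild-type KCNH2 virus (2.03 x 10^8 / mL) for 4 h at room temperature, then cultured overnight at 37 C. Thallium flux was read with FluxOr dye. Rate constants were normalized to DMSO controls.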
B2AR arrestin – beta2AR (human) beta-arrestin recruitment activity. beta-arrestin recruitment to beta2AR, cell-based reporter. Potency, µM (highest dose often 46.1 µM), for the others: top-dose activation, actives largely listed as activators. hit rate 0.02% among 330,000;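 also: potency is read from the fitted curve at half-maximal effect; 0% = DMSO controls and full agonism = EC100 isoproterenol or metaproterenol; nearly all actives have a fitted effect of over 65% in size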
USP2a inh – USP2a (human) protease inhibition; O75604; hit rate 0.01% among 330,000; USP2 core, Ub-CHOP2 coupled fluorogenic reporter, 485/531; Potency, µM (highest dose often 38.3 µM), for the others: top-dose activity change, negative = inhibition, actives largely listed as inhibitors; AID 463254;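 also: potency is read from the fitted curve at half-maximal effect; plate controls were DMSO wells for no effect and full inhibition by NEM control for full effect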
Target sequence (O75604 whole entry, looked up): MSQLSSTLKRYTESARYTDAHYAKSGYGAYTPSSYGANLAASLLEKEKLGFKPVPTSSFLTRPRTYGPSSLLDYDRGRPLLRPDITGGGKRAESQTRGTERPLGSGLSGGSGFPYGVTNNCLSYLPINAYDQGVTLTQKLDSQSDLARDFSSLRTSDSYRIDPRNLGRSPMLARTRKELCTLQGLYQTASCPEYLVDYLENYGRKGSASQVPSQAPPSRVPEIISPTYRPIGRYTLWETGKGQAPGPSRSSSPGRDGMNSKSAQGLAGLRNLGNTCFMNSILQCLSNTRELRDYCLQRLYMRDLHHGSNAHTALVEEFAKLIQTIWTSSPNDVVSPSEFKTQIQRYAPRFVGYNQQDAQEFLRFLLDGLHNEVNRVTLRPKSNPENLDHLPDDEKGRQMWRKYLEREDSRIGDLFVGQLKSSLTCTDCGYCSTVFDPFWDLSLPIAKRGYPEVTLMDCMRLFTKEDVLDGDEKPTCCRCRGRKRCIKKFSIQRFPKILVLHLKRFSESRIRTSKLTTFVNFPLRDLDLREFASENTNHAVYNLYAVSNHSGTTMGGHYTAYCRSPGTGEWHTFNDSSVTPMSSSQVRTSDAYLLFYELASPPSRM
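Cell-free coupled assay: 10nM USP2 core preincubated 30min RT with compound in Tris-HCl pH 8.0/CaCl2/CHAPS buffer, then 25nM Ub-CHOP2 and 25nM reporter substrate; fluorescence (Ex 485/Em 531) read after 60min RT, normalized to NEM inhibition, concentration-response curves fitted.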
PKM2 activator – PKM2 (human) enzyme activation; purified PKM2, Kinase-Glo ATP luminescence, activation; response scale: 0% is enzyme alone, no compound; P14618; AID 1631; Potency, µM (doses to about 57.5 µM), without a hit: at the highest dose activation, actives largely listed as activators; hit rate 0.34% among 260,000; also: potency is read from the fitted curve at half-maximal effect; % is scaled to controls: 0 for no effect and ±100 for the full control effect; nearly all actives have a fitted effect of over 55% in size
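Purified hPK-M2 (>95% pure) converted ADP (0.1 mM final) to ATP with 0.5 mM PEP in 50 mM imidazole pH7.2, KCl, MgCl2, Tween 20, BSA; 1 h at room temperature. ATP detected by Kinase-Glo luminescence.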
Menin MLL FP TR – inhibitors of human menin-MLL interaction, mutant MLL peptide | O00255 | Menin + Texas Red MLL mutant peptide, fluorescence polarization | Potency, µM (doses to about 61.6 µM), for the others: at the highest dose FP activity change, negative = inhibition, hits mostly inhibitors | hit rate 0.23% among 270,000; active = well fitted inhibition curve with a large enough effect in the polarisation, with a control signal flat, not every such curve was filed as active; inconclusive = small, poorly fitted or top-dose-only effect, or effect the other way, or a change in a side signal; inactive = no such curve, though single readings can be large or run the other way; the % refers to the polarisation; also: potency is read from the fitted curve at half-maximal effect; % of control where 0% means no effect; many of its hits are not listed in these tables
TRPV1 agonist – human TRPV1 agonism; Q8NER1; TRPV1-expressing cells, Fluo-8 calcium influx, agonist mode; activation, % at 8.33 µM; hit rate 0.19% among 320,000; AID 540275; in the data active = activation above about 80%; inconclusive = between about 30% and that limit; also: 0% is about no effect
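TRPV1-expressing cells were cultured overnight at 35.5C and loaded with Fluo-8 calcium dye for 40 to 90 min at room temperature. After a 10 s baseline, compound was added and calcium influx was read kinetically for 3 min (ex 480/em 520 nm).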
Coupling enz – inhibits coupling enzyme system, counter-screen for aldolase hits; hit rate 0.67% among 290,000; coupling enzyme system counterscreen, AmpLite Red fluorescence; activity change, negative = inhibition, % at 58.2 µM, hits read low; in the data active = activity change below about -30%; also: % is scaled to controls: 0 for no effect and ±100 for the full control effect
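Counterscreen lacking aldolase: glyceraldehyde-3-phosphate coupling-enzyme reagent preincubated 10 min at RT with compound (at 57.5 uM final), then substrate/coupling system with AmpLite Red added; fluorescence read at 525/598 nm after 20 min RT.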
CXXC DNA block – inhibitors of human MLL CXXC domain-DNA interaction; Q03164; MLL-CXXC / FITC-HOXA9 DNA fluorescence polarization; Potency, µM (highest dose often 115 µM), for the others: at the top dose activity change, negative = inhibition, usual class: inhibitors; hit rate 0.037% among 290,000; AID 2662; active = well fitted inhibition curve with a large enough effect in the polarisation, with a control signal flat, not every such curve was filed as active; inconclusive = small, poorly fitted or top-dose-only effect, or effect the other way, or a change in a side signal; inactive = no such curve, though single readings can be large or run the other way; the % refers to the polarisation; also: potency is read from the fitted curve at half-maximal effect
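Steps: dispense CXXC domain solution (7 uM) → pin compounds or unlabeled HOX-A9 DNA control → 5 min ambient → add FLSN-HOX-A9 solution (50 nM) → spin → 30 min ambient → fluorescence polarization. Tris pH 7.5/NaCl/DTT/BSA buffer.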
Numbers without * were called inactive; i = inactive; ? = inconclusive; / = not tested or not shown; [ ] = dose if it differs, or a comment. Unless noted, calls follow the shape of the dose curve; as a rule, active = well fitted curve in the direction sought with a large enough effect; inconclusive = small, poorly fitted or top-dose-only effect, or another doubt; inactive = no such curve, though single readings can be large; an effect the other way counts as inactive or inconclusive. These rows are one share of the data (hit frequency here may not be typical).

SMILES	Giardia killer	KCNH2 3.1 inh	GALK inhibitor	hERG WT inh	B2AR arrestin	USP2a inh	PKM2 activator	Menin MLL FP TR	TRPV1 agonist	Coupling enz	CXXC DNA block
O=C1CCC(C(=O)N2CCCCO2)CN1CCc1ccc(Cl)cc1 (stereo not given)	-10	3	-6%	-11	-0.3%	1%	1%	/	9	/	-11%
CCSc1ncc(Cl)c(C(=O)Nc2ccc(S(=O)(=O)Nc3ncccn3)cc2)n1	-13	-3	3%	0	0.0%	2%	/	/	0	/	8%
Sc1oc(-c2ccccc2)cc1C=Nc1ccccc1	-4	-9	0%	8	4.9%	2%	-7%	?	17	-4	-1%
Cc1ccc(NC(=O)Nc2cc(S(C)(=O)=O)ccc2Cl)cc1	-8	-10	-3%	-1	0.1%	-1%	1%	/	1	-13	-6%
O=S(=O)(Nc1cccc(Oc2cnccn2)c1)c1ccc(F)cc1	-7	-6	-3%	-15	-0.2%	1%	-2%	1%	1	-1	-3%
Cc1cccc(N2CCN(C(=O)c3c(C)nn(Cc4ccccc4Cl)c3C)CC2)c1C	7	-13	1%	-8	-0.4%	-15%	3.5µM*	?	-1	-6	-5%
Cc1cc(C)c(C#N)c(SCc2ccc(C(=O)O)cc2)n1	13	-14	0%	25	-1.0%	1%	3%	8%	1	19	-24%
CCCCC(=O)N1CC(=O)Nc2ccc(F)cc2C1c1ccccc1 (stereo not given)	21	-15	3%	-4	0.3%	8%	/	?	-5	-1	-2%
CS(=O)(=O)Cc1ccc(C(=O)NC2CCCc3ccccc32)cc1 (stereo not given)	3	-8	4%	-1	-0.1%	1%	3%	1%	0	0	5%
Fc1ccc(C2CC(c3cccs3)=NN2c2ccccc2)cc1 (stereo not given)	4	-10	0%	1	0.0%	1%	0%	?	2	-1	32%[activator]
CCCCN(C(=O)c1ccc(N2CCCC2=O)cc1)c1c(N)n(Cc2ccccc2)c(=O)[nH]c1=O	-13	0	/	-8	0.3%	3%	/	/	-1	/	/
CCCCCC(=O)c1ccc(O)cc1O	-8	-7	2%	5	-0.1%	2%	1%	9%	3	-2	1%
Cc1c(NC(=O)CN2C(=O)NC(CCc3ccccc3)C2=O)c(=O)n(-c2ccccc2)n1C (stereo not given)	9	-9	0%	2	-0.5%	3%	1%	-1%	3	0	-3%
CC1C(c2ccccc2)=[N+]([O-])C2(CCCCC2)N1O (stereo not given)	-1	5	-1%	6	0.5%	4%	-6%	11%	-3	1	-9%
COc1ccc(N(CC(=O)Nc2cc(Cl)ccc2C)S(=O)(=O)c2c(C)noc2C)cc1	-18	2	5%	-9	0.0%	-1%	/	/	0	/	9%
COc1ccc(-c2nn(-c3ccccc3)cc2/C=N/NC(N)=S)cc1OC	-4	1	0%	2	0.7%	-3%	2%	0%	-1	1	-4%
CC(C)(O)CCCC(C)(O)c1ccc(C(=O)O)cc1O (stereo not given)	24	2	2%	4	-0.1%	3%	0%	/	-2	2	5%
O=C(CN(CCc1ccccc1)S(=O)(=O)c1ccc(Cl)cc1)N/N=C/c1ccccc1C(=O)O	-3	14	0%	5	0.1%	-5%	-33%	?	0	9	3%
COc1cc(CCC(=O)Nc2cc(C)cc(C)c2)cc(OC)c1OC	5	-5	6%	-7	0.6%	-1%	9%	0%	2	0	1%
O=C(COC(=O)c1cccs1)NC12CC3CC(CC(C3)C1)C2	-2	7	11%	i	-0.4%	1%	/	-13%	?	-3	-5%
NS(=O)(=O)c1ccc(NC(=O)Cn2ncc3c2-c2ccccc2OC3)cc1	-10	-19	0%	-7	0.5%	-1%	0%	-5%	-3	3	-8%
COc1ccc2oc(C(=O)OCC(=O)c3ccc4c(c3)OCCO4)c(C)c2c1	-8	-3	2%	-1	-0.4%	-5%	-21%	7%	-1	-1	2%
Cn1nc(C(=O)Nc2ccc3c(c2)OCCO3)c2ccccc2c1=O	-16	7	/	-2	-0.1%	-1%	/	/	1	/	/
COc1cc2cc(C(=O)NCCc3ccccc3)[nH]c2cc1OC	9	-30	0%	23	0.1%	1%	/	-23%	-3	-1	23%
Cc1nn(-c2ccccc2)c2sc(C(=O)C(C#N)c3ccccn3)cc12 (stereo not given)	/	/	15%	/	-0.4%	4%	-2%	?	0	-1	0%

The last 5 entries of the section above open the next one.
SMILES	Giardia killer	KCNH2 3.1 inh	GALK inhibitor	hERG WT inh	B2AR arrestin	USP2a inh	PKM2 activator	Menin MLL FP TR	TRPV1 agonist	Coupling enz	CXXC DNA block
NS(=O)(=O)c1ccc(NC(=O)Cn2ncc3c2-c2ccccc2OC3)cc1	-10	-19	0%	-7	0.5%	-1%	0%	-5%	-3	3	-8%
COc1ccc2oc(C(=O)OCC(=O)c3ccc4c(c3)OCCO4)c(C)c2c1	-8	-3	2%	-1	-0.4%	-5%	-21%	7%	-1	-1	2%
Cn1nc(C(=O)Nc2ccc3c(c2)OCCO3)c2ccccc2c1=O	-16	7	/	-2	-0.1%	-1%	/	/	1	/	/
COc1cc2cc(C(=O)NCCc3ccccc3)[nH]c2cc1OC	9	-30	0%	23	0.1%	1%	/	-23%	-3	-1	23%
Cc1nn(-c2ccccc2)c2sc(C(=O)C(C#N)c3ccccn3)cc12 (stereo not given)	/	/	15%	/	-0.4%	4%	-2%	?	0	-1	0%
CC(C)(C)NC(=O)COc1ccc(CNCc2ccccn2)cc1	10	19	3%	7	-0.1%	-2%	1%	-13%	0	2	-7%
CCN1C(=O)C(CC(=O)N2CCN(C(c3ccccc3)c3ccccc3)CC2)N(CC)C1=O (stereo not given)	-12	0	-4%	-15	0.1%	-1%	8%	0%	2	1	4%
COc1ccccc1OCC(=O)NNC(=O)C1CCN(c2ncnc3sc(C)c(C)c23)CC1	-23	-6	/	-12	-0.9%	6%	/	/	2	/	/
CCN(Cc1ccccc1)C(c1cc2cc(C)cc(C)c2[nH]c1=O)c1nnnn1CCOC (stereo not given)	3	-8	4%	12	-0.2%	4%	1%	-5%	2	-1	-1%
COc1ccc(N/N=C(\C#N)C(N)=O)cc1	1	-1	0%	1	0.0%	-1%	-8%	2%	1	-1	3%
Cc1ccc(CN(CC(=O)NC(C)(C)C)C(=O)CNC(=O)c2cccs2)cc1	-4	-7	-3%	5	0.1%	0%	-1%	-15%	2	0	-10%
CC(=O)Nc1ccc(Sc2ccccc2C(=O)N2CCCC2)cn1	-1	4	5%	21	0.3%	-1%	-23%	-9%	4	-2	-2%
Cc1ccccc1NC(=O)Cn1c(=O)n(CC2CCCO2)c(=O)c2ccccc21 (stereo not given)	-15	3	-1%	-2	-0.2%	-8%	-4%	2%	3	-6	6%
O=C(CN1CCN(S(=O)(=O)c2ccccc2F)CC1)N1CCc2ccccc2C1	-6	1	/	-3	-0.1%	-1%	/	/	/	/	/
COc1cc(CC(=O)OCC(=O)N2CCN(C(=O)c3ccco3)CC2)cc(OC)c1OC	-14	25	/	4	-0.2%	-1%	/	/	/	/	/
CC(C)c1nnc(NC(=O)CN2C(=O)c3ccccc3C2=O)s1	-4	15	0%	9	-0.3%	3%	-1%	5%	10	1	-5%
COc1cc(-c2nnc(COC(=O)C3c4ccccc4Oc4ccccc43)o2)cc(OC)c1OC	32[activator]	2	9%	-5	-0.8%	3%	-1%	-10%	0	2	1%
CCN(CC)Cc1c(C(=O)N/N=C/c2cccc(OCc3cccc(Cl)c3)c2)nnn1-c1nonc1N	-20	-24	0%	2	-0.6%	1%	/	/	0	/	-2%
CCC(C)(C)NC(=O)C(OC(=O)c1ccco1)c1ccccc1OC (stereo not given)	12	-17	0%	-9	-0.1%	0%	-5%	-1%	2	1	-7%
CCOC(=O)c1ccc(N2C(=O)CC(N3CCN(C(=O)c4ccccc4)CC3)C2=O)cc1 (stereo not given)	-16	19	5%	-3	-0.2%	2%	6%	-8%	-3	-1	5%
Cc1ccc(NC(=O)CCN2C(=O)CSC2=O)cc1	-9	-3	-2%	-8	-0.7%	3%	-10%	-21%	1	-2	-8%
